mcGAS inh: inhibitors of mouse cGAS; Q8C6L5; recombinant cGAS, Kinase-Glo ATP depletion luminescence; inhibition, % at 12.5 µM; hit rate 0.15% among 160,000; AID 1259399;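 note: 0% = negative control wells and 100% = reference inhibitor with no enzyme activity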
hcGAS inh: human cGAS inhibition; Q8N884; recombinant h-cGAS, ATP depletion, Kinase-Glo luminescence; inhibition, % at 12.5 µM; hit rate 0.081% among 290,000; AID 1259398;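 note: 0% = vehicle reaction and 100% = reaction without DNA for no activity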
Target sequence (Q8N884 whole entry, looked up): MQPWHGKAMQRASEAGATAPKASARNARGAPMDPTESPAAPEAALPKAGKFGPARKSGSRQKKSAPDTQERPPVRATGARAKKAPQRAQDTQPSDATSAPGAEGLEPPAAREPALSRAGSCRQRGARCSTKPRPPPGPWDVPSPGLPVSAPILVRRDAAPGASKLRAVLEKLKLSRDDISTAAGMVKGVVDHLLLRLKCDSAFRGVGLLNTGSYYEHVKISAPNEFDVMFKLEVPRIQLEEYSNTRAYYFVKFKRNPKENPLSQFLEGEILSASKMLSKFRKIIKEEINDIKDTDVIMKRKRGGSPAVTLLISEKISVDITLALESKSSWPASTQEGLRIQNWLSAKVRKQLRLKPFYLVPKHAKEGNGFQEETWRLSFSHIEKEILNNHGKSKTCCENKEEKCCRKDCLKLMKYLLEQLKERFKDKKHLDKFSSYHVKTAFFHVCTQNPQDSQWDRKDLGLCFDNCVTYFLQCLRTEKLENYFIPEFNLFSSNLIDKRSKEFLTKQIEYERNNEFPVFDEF
NPYLR7 agonist: activates Aedes aegypti NPYLR7 receptor; HEK293T NPYLR7/Galpha15, GCaMP6s calcium fluorescence; activation, % at 10 µM; hit rate 0.15% among 270,000; in the data active = activation above about 40%;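 note: 0% = vehicle and 100% = reference agonist at the receptor; some compounds past the cut are filed as inactive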
Numbers without * were called inactive; · = not tested or not shown; & = joins results of further samples. Cut-off read from the data, not from the text of the source, unless noted: active = inhibition above about 40%; inactive = the rest.

Structure	mcGAS inh	hcGAS inh	NPYLR7 agonist
CCN(C(=O)c1ccc(F)c(C)c1)C(C)CO (configuration not stated)	·	-8	0
Cc1c(CNC(=O)C(=O)c2c(-c3ccccc3)cc3ccccn23)cnn1C	·	-7	2
C=CCO[C@@H]1CCN2C(=O)[C@H]3CNCCN3C(=O)[C@H]12	-6	-7	-12
CCOc1ccc(C2CC(c3cccc(OC)c3)=NN2C(=O)CN2CCOCC2)cc1 (configuration not stated)	-3	-2	2
O=C1NC(=S)NC(=O)C1=Cc1ccc(-c2ccc3c(c2)C(=O)NC3=O)o1	12	-3	-10
Cc1cc(C)c(Cn2cncn2)cc1CN1CCC2(CC1)CNC(=O)C2	·	-4	29
C=CCNC(=O)Cn1c(CO)cnc1SCc1ccc(C(F)(F)F)cc1	·	-2	8
COCCn1c(Sc2ccccc2)nc2c1c(=O)[nH]c(=O)n2C	·	-8	-1
COCCn1c(=NC(=O)c2ccc(S(C)(=O)=O)cc2)sc2cc(F)cc(F)c21	·	-11	8
O=C(CCCc1ccccc1)N1CC(c2ccncc2)C1	·	-2	-3
Cn1cc(C(=O)OC2CCN(CC(F)(F)F)CC2)cn1	·	-9	-1
CC1C(=O)NCCN1C(=O)CCCS(=O)(=O)c1ccccc1 (configuration not stated)	·	-1	-7
O=C(Nc1ccc(CNC(=O)C2CC3C=CC2C3)cc1)c1ccncc1 (configuration not stated)	-15	-6	1
CCCCN(CC(=O)N(Cc1ccccc1)Cc1cccn1C)C(=O)c1cc(Cl)cc(Cl)c1	-4	-1	-4
Cc1ccc(-c2ccc(CNc3ncn[nH]3)o2)cc1Cl	·	-7	2
CCN1CCN(C(=O)c2cc(-c3cccc(OC)c3)nc3cc(C(C)(C)C)nn23)CC1	-12	-5	5
O=C(Nc1cn[nH]c1)Nc1ccccc1S(=O)(=O)N1CCCCC1	·	-12	4
COc1cc(OC)c(C2=CCN(c3cncc(Cl)n3)CC2)c(OC)c1	-17	-9	13
COc1cccc(-c2cc(C(=O)NC(C)CCc3ccccc3)nc3cc(-c4ccccc4)nn23)c1 (configuration not stated)	-3	-4	6
O=[N+]([O-])c1ccc(-c2nc(C=Nc3nncs3)c(O)o2)cc1	-7	-3	3

Quoted from the listing:
CCCCN(CC(=O)N(Cc1ccccc1)Cc1cccn1C)C(=O)c1cc(Cl)cc(Cl)c1 in mcGAS inh shows -4
Cc1ccc(-c2ccc(CNc3ncn[nH]3)o2)cc1Cl in hcGAS inh shows -7

Following part.
Structure	mcGAS inh	hcGAS inh	NPYLR7 agonist
O=C(CN1C(=O)C(c2ccccc2)NC(=O)c2ccccc21)NCCn1cccc1 (configuration not stated)	·	-5	1
Cc1cc(C(=O)N2CCN(c3nc4nccc(-c5cccs5)n4n3)CC2)c(C)o1	-6	0	24
COc1cccc(NC(=O)c2nn(C)cc2[N+](=O)[O-])c1	0	3	-2
CC1CCCN(c2nc3c(c(=O)[nH]c(=O)n3C)n2Cc2ccccc2)C1 (configuration not stated)	-9	-8	·
COc1cccc(C(NC(=O)C2CCN(Cc3ccc4c(c3)OCO4)CC2)c2cnccn2)c1 (configuration not stated)	-2	-3	11
CCc1ccccc1NC(=O)c1cc2cc(OC)ccc2oc1=O	-6	-3	1
CN(CC(=O)Nc1ccc(Cl)c(Cl)c1)C(=O)CCn1c(=O)oc2ccccc21	-5	-3	-6
COc1cccc(Cc2nsc(N(CCC(=O)N3CCN(c4cccc(Cl)c4)CC3)Cc3ccco3)n2)c1	0	4	·
Cc1c(Cl)c([N+](=O)[O-])nn1CC(=O)NCC1CCCO1 (configuration not stated)	-6	-13	-3
COc1ccccc1CN(C(=O)Cc1ccc(O)c(Cl)c1)C1CC1	·	-8	20
O=C(CCc1ccc2c(c1)OCCO2)NCCN1C(=O)SC(=Cc2ccccc2)C1=O	-8	-3	3
O=C1C=CC(=NSc2ccccc2)C=C1	·	-5	14
Cc1cc(C)cc(-n2c(C)cc(C(=O)NC3CCN(C4CC4)CC3)c2C)c1	·	-5	6
COC(=O)CC(NC(=O)c1cc(C)[nH]n1)c1cccc(Br)c1 (configuration not stated)	·	-10	1
Cc1ccc(CN(Cc2ccc(F)cc2)C(=O)CN(C(=O)c2ccccc2Cl)C(C)(C)C)s1	-9	-12	·
Cc1cccc(NC(=O)c2c(N)c(C(=O)c3ccccc3)n3ccccc23)c1C	-6	-3	-4
CC(c1nccs1)N(C)c1nc2nonc2nc1N(C)C (configuration not stated)	·	-3&-8	-2&3
O=C(Nc1ccc(S(=O)(=O)N2CCOCC2)cc1)C1CCN(S(=O)(=O)c2cccs2)CC1	-8	-5	3
CSc1nn(CC(=O)Nc2ccc(C)c(Cl)c2)c(N)c1S(=O)(=O)c1ccc(C)cc1	-9	-9	14
COc1ccc(C(CC(=O)c2cccs2)Sc2ccccc2NC(C)=O)cc1 (configuration not stated)	·	-6	8
Cc1ccc(NC(=O)Nc2ccc(N3CCCC3)c(C(=O)NCCc3ccccc3)c2)cc1C	-8	-2	8
Cn1c(=NN=C(CCC#N)c2ccco2)sc2ccccc21	·	-10	-1
Cc1ccc(NCC(=O)N2CCSc3ccccc32)c(Cl)c1	·	-6	1
C=C(C)CSc1nnc(-c2c[nH]c3ccccc23)n1C1CC1	·	-7	1
CC(CNc1nc(-c2ccncc2)nc2c1CNC2)Oc1cccnc1 (configuration not stated)	-8	-1	3
CCN(CC)C(=O)C(NC(=O)c1cccc(OC)c1)C1CCN(C(=O)CCc2ccccc2)CC1 (configuration not stated)	0	3	-8
CCS(=O)(=O)c1nc(S(=O)(=O)c2ccc(Cl)cc2)c(NC)s1	-4	-6	9
COCCN(Cc1ccc(OC)cc1)c1c(C)nc2ccc(C(=O)Nc3cccc(NS(C)(=O)=O)c3)cn12	-3	-9	-4
COc1ccc(OC)c(/C=C2\C(=O)N(c3ccccc3)N=C2C)c1	-2	-2	0
CN(Cc1cnn(C)c1)C(=O)CS(=O)c1ccc(F)cc1F (configuration not stated)	·	-10	2
CC(Cc1cnccn1)n1ccnc1-c1nccn1C (configuration not stated)	·	-7	0
C=CCN1CCC(C(=O)NC(c2cnccn2)c2ccccc2C)CC1 (configuration not stated)	-2	-2	-5
CCOc1ccc(OC)cc1NC(=O)NCc1cccc(OC)c1O	5	1	5
C=CCN(C)CC[C@@H]1CC[C@H](O)[C@@H](C(=O)N(C)Cc2ccccc2)O1	-6	-6	-10
Nc1ccc(-c2nc[nH]c2Br)cc1	·	-3	4
CN(C(=O)NCc1cn2ccccc2n1)C1CCC(c2ccccc2)CC1 (configuration not stated)	-3	7	0
O=C(c1ccco1)N(Cc1cccnc1)c1nc2cc3c(cc2s1)OCO3	-7	-1	-9
Cc1nn(C)c(=O)c(C(=O)OCCOC2CCCCC2C)c1C (configuration not stated)	·	-13	-3
Cc1cc(C)n2nc(CC(=O)N(Cc3ccc(F)cc3)C3CC3)nc2n1	·	3	7
Cc1ccc(S(=O)(=O)NC(=O)C2(C)CCN2C(=O)CC2CCCCC2)nc1 (configuration not stated)	·	-4	5
O=C(c1ccc2ncsc2c1)N(CCN1CCOCC1)c1nc2c(Cl)cccc2s1	·	-2	9
CCc1nn(CCCN2C(=O)NC(C)(C)C2=O)c(=O)c(C#N)c1CC	·	-9	3
O=C(Nc1ccccc1F)N1CCN(c2ncccn2)CC1	-4	-1	-2
CCOC(=O)CNC(=O)N1CCC(CCC(=O)Nc2ccccc2)CC1	·	-5	6
CNS(=O)(=O)c1ccc(NS(=O)(=O)c2ccc(Cl)c(C(F)(F)F)c2)cc1	·	-9	1
CC(=NCC(c1ccco1)N1CCCCC1)C1=C(O)CC2(CCCCC2)CC1=O (configuration not stated)	1	5	1
Cc1cccc2nc(-c3ccc(Cl)cc3)c(NC(C)(C)C)n12	-5&-4	-3&-7	-4&21
C=CCN1C(=O)NC(c2ccc(Cl)cc2)C2=C1CN(C(Cc1ccccc1)C(=O)Nc1ccc(C)cc1)C2=O (configuration not stated)	-3	-7	-1
CC(C)CCC1CCCCN1S(=O)(=O)Cc1ccon1 (configuration not stated)	·	-11	-1
O=C(CCCc1ccccc1)NCCOc1ccc(-c2ccccc2)nn1	-8	-8	6
CNC(=O)c1c(N)sc2c1CCCC2	1	7	5
CCOCCOc1nc(-c2cccc(C(F)(F)F)c2)n(-c2ccc(NC(=O)CCCCl)cc2)n1	1	0	-10
Cc1ccc(-c2nc3ccccc3c(=O)n2CCc2ccc(F)cc2)c(C)c1	-5	0	23
Cc1cn2c3c(=O)n(CC(=O)OCc4ccccc4)c(=O)n(C)c3nc2n1C1CCCCC1	-5	-1	7
O=C(NCCc1ccccc1)c1ccccc1NS(=O)(=O)c1cccc(Cl)c1	-5	-4	3
O=c1cc(Cn2ncc(Cl)c(Cl)c2=O)c2cc3c(cc2o1)CCC3	·	-4	7
O=c1/c(=C/c2ccc(N3CCOCC3)cc2)sc2nc3cc(Br)cnc3n12	·	-4	-10
Cn1c(=O)[nH]c(=O)c2c1nc(CN1CCOCC1)n2CCN1CCOCC1	·	2	-2
CCC(Nc1nc(C)nc2c1cnn2C)c1ncnn1CC (configuration not stated)	-11	-7	2
O=C(NCc1ccc(F)cc1)c1ccc(Nc2c(Oc3ccccc3)cnn(-c3ccccc3Cl)c2=O)cc1	-5	-8	14

Profiles, quoted from the list. Order of screens: mcGAS inh | hcGAS inh | NPYLR7 agonist
O=c1cc(Cn2ncc(Cl)c(Cl)c2=O)c2cc3c(cc2o1)CCC3 reads · | -4 | 7
Cc1cccc2nc(-c3ccc(Cl)cc3)c(NC(C)(C)C)n12 reads -5&-4 | -3&-7 | -4&21
O=C(NCCc1ccccc1)c1ccccc1NS(=O)(=O)c1cccc(Cl)c1 reads -5 | -4 | 3
O=C(CCCc1ccccc1)NCCOc1ccc(-c2ccccc2)nn1 reads -8 | -8 | 6
O=C(c1ccc2ncsc2c1)N(CCN1CCOCC1)c1nc2c(Cl)cccc2s1 reads · | -2 | 9

(next part)
Structure	mcGAS inh	hcGAS inh	NPYLR7 agonist
Cc1ccc2cc(C(=O)Nc3ccc(N(C)C)cc3C)[nH]c2c1	·	-13	6
Cn1c(=O)n(C)c2cc(CNc3nccc(CCC(F)(F)F)n3)ccc21	·	-4	3
CCN(Cc1ccc(Cl)s1)C(=O)Nc1ccc(NC(=O)COC)cc1	-4	-3	11
COCCN(CC(=O)N(CCc1ccc(OC)c(OC)c1)Cc1ccc(C)o1)C(=O)c1ccccc1F	-7	-9	17
CC(C)C(=O)Nc1ccc(I)cc1C(F)(F)F	·	7	6
Cn1nc(C(=O)NCc2ccc(-c3ccc(Cl)cc3)o2)ccc1=O	-6	-10	2
CCCOc1ccnc2c1c(=O)n(CCC)c(=O)n2C	·	-5	-2
CCOc1ccc(-c2cc(C(=O)NCCc3cccc(C(F)(F)F)c3)c3ccccc3n2)cc1	-4	-6	-3
Cc1cc(NS(=O)(=O)c2ccc(NC(=O)c3ccncc3)cc2)nc(C)n1	-4	-2	-2
CC(=O)Nc1c(O)nc(SCC(=O)NC(C)c2ccccc2)n(-c2ccccc2)c1=O (configuration not stated)	-8	-4	-12
CC1(C(=O)N2CCCCC2)CCN1C(=O)C/C=C/c1ccccc1 (configuration not stated)	-5	-8	20
COc1ccc(-c2csc(-n3[nH]c(C)c(N=Nc4ccc(C)cc4)c3=O)n2)cc1	-4	0	4
Cc1cc(CNC(=O)C2(c3ccc(Cl)cc3)CCCC2)on1	·	-9	4
Cc1cc(C(=O)NCc2ccccc2-n2ccnc2)ccc1F	1	-4	·
CN1CCN(C(=O)CCC2CCCN(Cc3ccc(OC4CCCC4)cc3)C2)CC1 (configuration not stated)	·	-8	8
CC(C)C(NS(=O)(=O)c1cccs1)C(=O)NC1CCCCCCC1 (configuration not stated)	0	3	·
CN1C(=O)C(C)(C)ON=C1c1ccc(F)cc1	·	0	8
O=C1NCCCCC1Sc1ncc(-c2ccc(F)cc2)o1 (configuration not stated)	·	-5	-1
Cc1nn(-c2ccccc2)c(NC(=O)C(C)C)c(-c2ccccc2)c1=O	·	-7	6
CS(=O)(=O)N1CCCC(C(=O)NCC2CCCO2)C1 (configuration not stated)	·	-6	26
Cc1cc(C(=O)Nc2ccc(C(C)(C)C)cc2)no1	-3	-12	0
COCCCN(CC(=O)N(CCc1c[nH]c2ccccc12)Cc1ccc(F)cc1)C(=O)c1ccc([N+](=O)[O-])cc1Cl	-6	-6	18
CCCC1COCCN1Cc1ncc[nH]1 (configuration not stated)	·	-7	3

Three of the compounds above, field by field:
> CC(C)C(NS(=O)(=O)c1cccs1)C(=O)NC1CCCCCCC1 (configuration not stated)
  mcGAS inh: 0
  hcGAS inh: 3
  NPYLR7 agonist: ·
> CN1C(=O)C(C)(C)ON=C1c1ccc(F)cc1
  mcGAS inh: ·
  hcGAS inh: 0
  NPYLR7 agonist: 8
> O=C1NCCCCC1Sc1ncc(-c2ccc(F)cc2)o1 (configuration not stated)
  mcGAS inh: ·
  hcGAS inh: -5
  NPYLR7 agonist: -1

3 consecutive records already listed:
Structure	mcGAS inh	hcGAS inh	NPYLR7 agonist
Cc1cc(C(=O)Nc2ccc(C(C)(C)C)cc2)no1	-3	-12	0
COCCCN(CC(=O)N(CCc1c[nH]c2ccccc12)Cc1ccc(F)cc1)C(=O)c1ccc([N+](=O)[O-])cc1Cl	-6	-6	18
CCCC1COCCN1Cc1ncc[nH]1 (configuration not stated)	·	-7	3

This is a random part of the collection (roughly 0.29% active in at least one column).
